# CRFR2-BP antag: CRF-BP/CRF-R2 complex antagonism | HEK293 CRF-R2/CRF-BP, CRF-induced calcium fluorescence | inhibition, % at 11.8 µM | 0.59% of 350,000 active;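 active means inhibition of the ligand-induced calcium signal above about 50% at the single tested concentration, limit read from the data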
# GalR3 antag: antagonists of human GalR3; O60755; HEK293 GalR3-CNG cAMP membrane potential fluorescence; galR3 body fused to GalR1 C-terminus; inhibition, % at 3 µM; 0.44% of 360,000 active; AID 651719;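 active means inhibition above the screen-wide average plus 3 SD, cut at about 13% in these data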;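 further: forskolin and galanin both at EC90 stimulate the cells; cAMP rise reported by CNG channel membrane potential dye signal; 0% = forskolin plus galanin with DMSO and 100% = forskolin alone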
# IDE cell inh: inhibitors of human insulin-degrading enzyme in cells; HEK cells, FAbetaB cleavage, fluorescence polarization; P14735; 0.41% of 320,000 active; inhibition, % at 5.59 µM; AID 434962;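 active means percent inhibition above the average of all tested compounds plus 3 SD, set per screening campaign, cut at about 16% in these data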;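 further: IDE supplied by intact live HEK cells; FP after avidin binding of uncleaved biotin substrate so inhibition keeps polarization high; 0% = DMSO wells and 100% = 60 µM reference IDE inhibitor Ii1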
# Target sequence (P14735 whole entry, looked up): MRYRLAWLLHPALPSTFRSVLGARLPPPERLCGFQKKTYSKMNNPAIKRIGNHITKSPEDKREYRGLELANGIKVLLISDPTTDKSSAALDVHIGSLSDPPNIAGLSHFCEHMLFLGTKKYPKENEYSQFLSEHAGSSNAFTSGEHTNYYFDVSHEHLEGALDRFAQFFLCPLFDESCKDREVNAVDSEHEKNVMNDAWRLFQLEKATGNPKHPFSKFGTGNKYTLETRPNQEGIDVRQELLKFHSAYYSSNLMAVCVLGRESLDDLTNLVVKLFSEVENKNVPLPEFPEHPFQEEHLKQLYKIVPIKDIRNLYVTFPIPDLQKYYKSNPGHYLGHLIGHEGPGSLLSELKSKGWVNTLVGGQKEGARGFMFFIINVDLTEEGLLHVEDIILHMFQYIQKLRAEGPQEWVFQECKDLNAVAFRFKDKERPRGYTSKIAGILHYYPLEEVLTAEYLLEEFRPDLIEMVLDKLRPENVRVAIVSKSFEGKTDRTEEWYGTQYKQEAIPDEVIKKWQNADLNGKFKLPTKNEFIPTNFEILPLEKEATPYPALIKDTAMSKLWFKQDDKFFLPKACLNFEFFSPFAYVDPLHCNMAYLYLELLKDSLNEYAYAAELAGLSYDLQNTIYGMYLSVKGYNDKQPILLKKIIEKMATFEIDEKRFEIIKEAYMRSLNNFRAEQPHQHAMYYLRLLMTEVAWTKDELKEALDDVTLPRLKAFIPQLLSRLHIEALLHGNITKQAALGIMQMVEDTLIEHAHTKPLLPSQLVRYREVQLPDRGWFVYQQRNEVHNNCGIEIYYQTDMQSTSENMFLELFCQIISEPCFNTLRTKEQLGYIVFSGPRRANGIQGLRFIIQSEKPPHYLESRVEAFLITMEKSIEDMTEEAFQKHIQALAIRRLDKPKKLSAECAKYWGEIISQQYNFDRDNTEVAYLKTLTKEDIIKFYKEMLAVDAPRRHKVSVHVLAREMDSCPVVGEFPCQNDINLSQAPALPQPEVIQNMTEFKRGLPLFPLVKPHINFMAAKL
# IMP-1 inhibitor: inhibitors of Pseudomonas aeruginosa IMP-1 metallo-beta-lactamase. 0.45% of 290,000 active. purified IMP-1, nitrocefin hydrolysis, epi-absorbance fluorescence. inhibition, % at 5.6 µM;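 active means inhibition above the mean plus 3 SD of all compounds in the same screening run, cut at about 4.5% in these data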;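 further: 0% = IMP-1 with DMSO and 100% = DMSO wells lacking enzyme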
#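 System: purified IMP-1; amount: IMP-1 0.2 nM before substrate addition; compound: single dose, 5.6 µM; times: 25 °C, 15 min preincubation, 25 min reaction; signal: Epi-absorbance via hydrolysed-nitrocefin quenching of white-plate fluorescence, 480/530 nm, EDTA stop; benchmarks: DMSO with and without IMP-1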
# IDE cell activ: boosts human insulin-degrading enzyme activity in HEK cells | FAbeta-B cleavage, fluorescence polarization; 0% vehicle, 100% cell-free pure enzyme wells | activation, % at 5.96 µM | 0.073% of 340,000 active | AID 493087;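 active means activation above the mean of all tested compounds plus 3 SD, set per screening campaign, cut at about 17% in these data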
# p-CIP stab down: lowers stability of the mouse p/CIP coactivator protein; Q05BA5; F442A p/CIP-EGFP cells, EGFP fluorescence, 16 h; decrease of EGFP signal, % at 10 µM; 0.01% of 290,000 active; AID 1984;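 active means EGFP signal decrease of at least 30% at 10 µM or well 3 SD below plate mean, unless failing retest; inactive means the rest, including hits failing retest or dose response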; further: some compounds called inactive have numbers as strong as hits; many of its hits are not listed in these tables
# UBC9 SUMO inh: inhibitors of human SUMOylation (UBC9); inhibition, % at 35 µM; P63279; 0.36% of 290,000 active; AID 2006; HTRF SUMOylation assay, SAE1/SAE2 + UBC9, in vitro; in the data active means inhibition above about 50%, passing the limit was not always enough; further: strong numbers were not always called active
# VIM-2 inhibitor: blocks Pseudomonas aeruginosa VIM-2 metallo-beta-lactamase; AID 1527; purified VIM-2, nitrocefin hydrolysis, epi-absorbance fluorescence; inhibition, % at 5.6 µM; 0.89% of 290,000 active;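 active means inhibition above the mean of all tested compounds plus 3 SD, cutoff set per screening run, cut at about 7.5% in these data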;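 further: red hydrolysis product quenches plate fluorescence so inhibitors raise well fluorescence; 0% = enzyme with DMSO and 100% = DMSO without enzyme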
# NS3 helicase inh: HCV NS3 helicase inhibition | NS3 helicase DNA unwinding, Cy5 molecular beacon fluorescence | inhibition, % at 10.9 µM | 0.56% of 290,000 active;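 active means inhibition above the mean of all tested compounds plus 3 SD, set per campaign, cut at about 35% in these data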;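 further: 0% = DMSO wells and 100% = thioflavine S control wells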
#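 Measured by: Cy5 fluorescence, 0 and 60 min reads / Assay system: NS3 helicase fragment of HCV / Control set: low DMSO, high thioflavine S at 110 µM / Times: 1 h reaction at 25 °C, ATP-initiated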
# The depositor's hits bear a star; / = no result given.
SMILES,CRFR2-BP antag,GalR3 antag,IDE cell inh,IMP-1 inhibitor,IDE cell activ,p-CIP stab down,UBC9 SUMO inh,VIM-2 inhibitor,NS3 helicase inh
CCCC(O)(CCC)C(=O)NNc1ccccc1,5,1,0,-1.9,-1,-15,-15,-1.7,13
O=C(Nc1ccccc1)/C(=C\c1ccncc1)NC(=O)c1ccccc1,-8,-2,-5,-2.5,7,5,-15,-0.3,-1
CN(C)CCNC(=O)CCCNC(=O)Cn1cnc2sc3c(c2c1=O)CCCC3,12,-3,-3,0.2,3,-1,10,-0.6,3
O=C(Nc1ncc2c(n1)CC(c1ccccc1)CC2=O)c1ccco1 (stereo not given),-12,-5,4,1.7,5,-12,28,-3.2,-1
Cc1ccc(Cn2nc(C)c(NC(=O)CSc3n[nH]c(C)c3[N+](=O)[O-])c2C)cc1,0,-11,-2,-1.8,-1,2,25,1.6,4
CCOC(=O)CN(c1ccccn1)S(=O)(=O)c1ccc(OC)cc1,-6,-3,3,-1.7,7,6,14,-2.5,3
CN(CC(=O)NC(c1ccccc1)c1ccccc1)Cc1nc2ccccc2c(=O)[nH]1,-33,2,-6,-4.7,-1,-10,-3,-6.0,-9
C=C1c2cc(CC)ccc2NC(=O)N1c1ccc(C)cc1,10,-1,-1,-0.4,2,-14,4,-2.0,2
NS(=O)(=O)c1ccc(CNC(=O)Cn2nc(C(F)F)cc2C(F)F)cc1,6,-1,-7,/,0,/,/,/,/
CCc1ccccc1-n1cnc2cc(C(=O)O)ccc21,9,6,-4,-0.7,2,0,13,-2.5,2
CCOc1ccc(N2C(=O)CC(Cc3ccc(Br)cc3)C2=O)cc1 (stereo not given),-5,-6,-1,-2.7,-5,-2,1,-0.8,-4
CCCCCn1c(=O)[nH]c2cc(C(=O)NCc3ccc4c(c3)OCO4)ccc2c1=O,-9,-1,3,-3.5,1,26,34,-5.2,-5
Cc1cccc(OCC(=O)N(Cc2ccc(C)o2)C2CCS(=O)(=O)C2)c1 (stereo not given),0,1,4,0.4,-3,-9,-5,0.7,16
COc1ccc(S(=O)(=O)n2nc(OC(=O)c3c(-c4ccccc4Cl)noc3C)cc2N)cc1,-11,-3,5,-1.9,-3,-46,4,-0.3,-6
CCOCCc1nnc(NC(=O)c2cc(OC)c(OC)cc2[N+](=O)[O-])s1,9,-3,4,-3.6,6,-11,18,-2.9,-5
CN(C)CCSc1nc2cc(S(=O)(=O)N3CCCCC3)ccc2o1,-4,-4,1,/,4,/,/,/,/
CCc1ccc2ncc(C(=O)c3ccccc3)c(N3CCOCC3)c2c1,-7,/,5,-2.2,-6,4,0,-2.9,1
NS(=O)(=O)c1ccc(NC(=S)NC(=O)/C=C/c2ccco2)cc1,0,-1,3,-2.2,-2,6,36,-5.3,6
O=C(COC(=O)c1ccc(O)cc1)NC1CCCCCC1,-6,-9,-7,/,-2,/,/,/,/
FC(F)(F)c1cccc(CNc2ncccc2-c2nc3cc(Cl)ccc3o2)c1,-10,-6,-2,-4.5,4,-27,25,-2.8,0
CC(=O)Nc1ccc(C(=O)OCC(=O)N2CCC(Cc3ccccc3)CC2)cc1,1,-2,-3,/,2,/,/,/,/
CC(C)C(=O)Nc1ccc(C(=O)Nc2nnc(C(C)(C)C)s2)cc1,-40,-6,3,-2.0,/,2,5,-1.9,-2
CN=C1c2cc3cc(OC)ccc3n2CCN1Cc1ccccc1,-37,-8,/,-2.0,4,2,31,-0.4,-3
Cc1cccc(OCCCCCn2ccnc2)c1C,-9,-5,3,-2.5,0,-9,28,-3.5,-1
CCOc1ccc(N2CC(NC(=O)c3cccc4ccccc34)CC2=O)cc1 (stereo not given),5,-5,0,/,2,/,/,/,/
CCC(C)NS(=O)(=O)c1ccc(S(=O)(=O)N(CC(=O)Nc2ccccc2)Cc2ccco2)cc1 (stereo not given),-16,2,-1,0.8,7,-5,-3,-4.7,3
CC(C)c1nnc(NC(=O)CCC(=O)NCc2cccs2)s1,-8,0,-1,-0.8,5,-10,16,-2.0,5
COc1ccc(-c2cc(C(=O)N3CCN(S(=O)(=O)c4ccccc4)CC3)[nH]n2)cc1,-5,0,0,-2.3,-9,1,-5,-1.2,-7
CN(C(=O)c1cc2ccccc2o1)c1c(N)n(Cc2ccccc2)c(=O)[nH]c1=O,8,-1,8,/,1,/,/,/,/
NS(=O)(=O)c1cccc(NC(=O)Cn2cc(C(F)(F)F)cc(Cl)c2=O)c1,12,-5,-5,-2.5,9,-25,7,-1.1,-8
Cc1ccc(NC(=O)CN(C)C(=O)COC(=O)c2ccc(NC(=O)CC#N)cc2)cc1,17,4,4,/,1,/,/,/,/
CCC/C(C#Cc1ccc(N(C)C)cc1)=C1/c2ccccc2C(=O)N1c1ccccc1,-36,-4,22*,/,-8,/,/,/,/
CCc1ccc(NC(=O)CN2CCC(C(=O)c3ccc(OC)cc3)CC2)cc1,-12,-10,5,-2.2,3,8,-18,-3.4,-38
CS(=O)(=O)N(CC(=O)NCc1ccncc1)c1ccc(Cl)c(Cl)c1,-13,-5,0,-2.2,-1,-15,21,-0.4,1
Cc1ccccc1CN1[C@@H]2c3ccccc3C[C@@H]2OCCS1(=O)=O,-2,0,3,0.2,0,-2,15,0.2,-20
CC(=O)N1CCN(C(=O)c2ccccc2NS(=O)(=O)c2ccc(F)cc2)CC1,4,-2,1,/,6,/,/,/,/

# Full records, looked up by structure:
# Listed for CN(CC(=O)NC(c1ccccc1)c1ccccc1)Cc1nc2ccccc2c(=O)[nH]1 = CRFR2-BP antag: -33; GalR3 antag: 2; IDE cell inh: -6; IMP-1 inhibitor: -4.7; IDE cell activ: -1; p-CIP stab down: -10; UBC9 SUMO inh: -3; VIM-2 inhibitor: -6.0; NS3 helicase inh: -9
# Listed for NS(=O)(=O)c1ccc(CNC(=O)Cn2nc(C(F)F)cc2C(F)F)cc1 = CRFR2-BP antag: 6; GalR3 antag: -1; IDE cell inh: -7; IMP-1 inhibitor: /; IDE cell activ: 0; p-CIP stab down: /; UBC9 SUMO inh: /; VIM-2 inhibitor: /; NS3 helicase inh: /

# (listing goes on)
SMILES,CRFR2-BP antag,GalR3 antag,IDE cell inh,IMP-1 inhibitor,IDE cell activ,p-CIP stab down,UBC9 SUMO inh,VIM-2 inhibitor,NS3 helicase inh
Cn1nc(C(=O)NC2CCCN(Cc3ccccc3F)C2)c2ccccc2c1=O (stereo not given),-9,1,1,-3.7,-1,-7,26,4.9,6
Cc1ccc(-c2nc3ccccc3c(=O)n2NC(=O)COc2ccccc2)cc1,-6,2,-7,-1.9,-1,1,0,-4.3,-1
CCCC1Cc2c(sc(N)c2C#N)CO1 (stereo not given),6,-4,4,-4.0,4,12,-12,-2.0,6
CC(=O)C1=C(O)C(=O)N(c2ccc(S(N)(=O)=O)cc2)C1c1cccc([N+](=O)[O-])c1 (stereo not given),6,3,0,-2.6,2,-6,17,-2.3,4
CCc1nc2c(oc3ccccc32)c(=O)[nH]1,17,1,-1,-0.5,8,-25,3,0.8,-1
O=c1cc(-c2ccc(O)cc2)oc2c1ccc1ccccc12,-3,-9,7,/,0,/,/,/,/
O=C(c1cccnc1)N1CCN(c2ccc([N+](=O)[O-])cc2Cl)CC1,-2,4,2,-5.4,2,-1,-7,-3.6,0
Cc1ccc(NC(=O)CNc2ccccc2N2CCCC2=O)cc1S(=O)(=O)N1CCCCC1,7,-6,-4,/,0,/,/,/,/
Cc1cccc(-n2ccnc2CN2CCN(C3CCCC3)C(CCO)C2)c1 (stereo not given),-1,5,-1,-3.4,0,-13,7,-2.5,4
COc1ccc(C)cc1S(=O)(=O)N1CCC(C(=O)NCCc2ccccc2)CC1,-18,-3,3,-1.6,-2,-5,-4,-1.9,1
Cc1ccc(C(C)C)c(OCC(=O)NNC2=CC(=O)CC(C)(C)C2)c1,7,5,3,-0.9,-2,2,16,-1.9,9
COc1ccc(NC(=O)CSc2nc3[nH]ncc3c(=O)[nH]2)c(OC)c1,1,0,-3,/,0,/,/,/,/
COC(=O)C1=C(C)Nc2nnnn2C1c1cccs1 (stereo not given),12,-2,8,-1.2,3,-3,7,-3.3,-12
COc1ccccc1Nc1nnc(SCC(=O)N2CCCC2)s1,-21,-6,2,-4.0,3,-9,13,0.9,9
COC(=O)c1[nH]c2cc(C)ccc2c1NC(=O)CN1CCCc2ccccc21,1,1,-6,1.1,-3,-4,-15,1.4,-16
Cc1ccc(C(=O)Nc2ccc3c(c2)OCCO3)cc1S(=O)(=O)N1CCOCC1,10,-3,5,/,6,/,/,/,/
COC(=O)CSc1nnc(CNC(=O)c2ccc(S(=O)(=O)N3CCOCC3)cc2)n1C,1,-5,-2,-2.5,6,0,-7,-1.6,-13
CSc1cccc(NC(=S)NC(=O)c2cccnc2)c1,-20,-3,/,-4.0,-1,-5,10,-3.7,8
COc1cc2c(cc1OC)CC(C(=O)NCc1ccccc1)NC2 (stereo not given),21,-10,7,-1.3,0,-6,13,-2.4,-4
CCc1cc2cc(C)ccc2nc1SCC(=O)NNC(=O)c1ccco1,-2,-10,4,-1.5,-3,-19,-3,-4.8,6
CC(OC(=O)CCCN=C1NS(=O)(=O)c2ccccc21)C(=O)Nc1ccccc1[N+](=O)[O-] (stereo not given),-6,-3,-6,/,4,/,/,/,/
COc1ccc(C(=O)Nc2cccc3c2CCCC3)cc1OC,-1,-10,4,-1.9,-1,3,9,-1.7,-4
CC(=O)N/N=C/c1cc(C(C)(C)C)cc(/C=N/NC(C)=O)c1O,-66,-5,48*,1.1,/,-19,34,39*,3
CN(C(=O)c1ccco1)c1nnc(C23CC4CC(CC(C4)C2)C3)s1,-31,/,-2,-3.5,0,-3,-16,0.8,-3
CCN1C(=O)[C@H]2[C@@H](c3ccccc3)N3C(=O)N(c4cccc(F)c4)C(=O)[C@@]3(CC(C)C)[C@H]2C1=O,-4,/,-5,-2.5,4,0,-7,-0.3,4
N#Cc1ccsc1NC(=O)C1CCN(C(=O)c2ccc(Cl)cc2)CC1,2,-3,1,/,2,/,/,/,/
O=C(/C=C/c1cccc([N+](=O)[O-])c1)NCc1ccco1,9,-4,-1,-2.7,2,-2,2,-2.0,-2
Cc1ccc(NCC(=O)N/N=C/c2cc3ccccc3nc2Cl)cc1,-11,-5,1,-0.8,-5,1,11,0.2,1
CC(C(=O)Nc1ccc(C#N)cc1)N(C)CC(=O)N(C)c1c(N)n(Cc2ccccc2)c(=O)[nH]c1=O (stereo not given),3,-3,4,/,8,/,/,/,/
O=C(CSc1ncccn1)N1CCCC1,-12,-6,3,-2.2,-1,-4,2,-2.7,3
COc1ccc(C2C=C(C)Nc3nc4ccccc4n32)cc1 (stereo not given),-60,-1,8,-0.8,/,5,34,6.5,4
COc1ccc(-c2nc(N)n(C(=O)Cc3ccccc3)n2)cc1,9,-2,4,-4.6,3,7,15,-3.8,8
O=C(c1c(Cl)cccc1Cl)N1CCCCCC1,4,-3,3,0.2,4,-15,20,0.1,5
CC1(C)CC(=O)C=C(NC2CCCCCC2)C1,9,-6,6,-0.4,-8,-8,6,0.6,9
CC[n+]1ccc(/C=C/c2c[nH]c3ccccc23)cc1,-46,-5,24*,5.6*,-14,-268,11,8.2*,-4

# From PubChem BioAssay
